M1 PAM parental: nonselective calcium activators in parental CHO-K1 cells, primary screen, counter-screen for M1 PAM project, cell-based, Fluo-8 calcium fluorescence, full deck, 1536-well | AID 602247, 2012 | ATP EC20; 0% at ATP EC20, 100% at ATP max | actives 0.02% (n = 360,000) | activation, % at 3 µM;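 active = activation above the run cutoff, the mean activation of all test compounds plus 3 SD, cut at about 40% in these data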;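 also: peak over basal fluorescence ratio in a 140 s read after ATP addition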
TAAR1 antag: human TAAR1 antagonists, primary screen, Fluo-8 calcium fluorescence, CHO RD-HGA16 cells; antagonist; actives 1.5% (n = 360,000); AID 624466, 2012; Trace amine-associated receptor 1 (Homo sapiens), Q96RJ0; inhibition, % at 3 µM;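 active = inhibition above a per-plate cutoff, the mean inhibition of test compounds on that plate plus 3 SD, cut at about 49% in these data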;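 also: 0% = DMSO plus EC80 beta-PEA response and 100% = DMSO alone without agonist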
Target sequence (Q96RJ0 whole entry, looked up): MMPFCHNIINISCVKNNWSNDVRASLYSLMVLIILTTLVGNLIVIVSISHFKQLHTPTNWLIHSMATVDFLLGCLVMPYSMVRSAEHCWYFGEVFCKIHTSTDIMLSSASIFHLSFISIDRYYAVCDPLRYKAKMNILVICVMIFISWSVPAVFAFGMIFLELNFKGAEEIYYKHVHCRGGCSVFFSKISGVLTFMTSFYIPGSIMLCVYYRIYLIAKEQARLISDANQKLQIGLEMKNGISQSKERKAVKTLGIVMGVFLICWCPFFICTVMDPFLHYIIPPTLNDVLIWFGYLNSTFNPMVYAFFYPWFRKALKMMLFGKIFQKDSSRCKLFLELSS
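System: CHO RD-HGA16 cells bearing hTAAR1. Reagent: EC80 β-phenethylamine stimulus. Schedule: seeding 17-24 h prior, 75-min 37 °C, 30-min RT dye loading. Signal: Fluo-8 intracellular calcium dye fluorescence, real-time kinetic reads. Read-out: % inhibition from peak post-agonist over basal fluorescence ratio. Benchmarks: vehicle wells and EC80 agonist wells. Replicates: n of 1.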
CHO parental Ca: ATP-evoked calcium signal inhibitors, parental CHO, primary screen, counter-screen for OX1R antagonist project, cell-based, fluorescence, Fluo-8 calcium dye; parental CHO-K1, ATP-induced calcium, Fluo-8 fluorescence; inhibition, % at 5.6 µM; actives 0.63% (n = 330,000);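 active = inhibition above that plate's mean sample inhibition plus 3 SD, cut at about 26% in these data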;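 also: 0% = ATP-challenged DMSO wells and 100% = DMSO wells without ATP; some compounds past the cut are filed as inactive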
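Test system: untransfected parental CHO cell line. Compound: one dose, 5.6 µM nominal. Detection: intracellular calcium via Fluo-8 no-wash fluorescent dye. Measure: % inhibition. Benchmarks: ATP-challenged DMSO wells low, unchallenged DMSO wells high.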
CHO-K1 Ca antag: counter-screen for M1 antagonists: effect in parental CHO-K1 cells; ATP-induced calcium, Fluo-8 fluorescence; inhibition, % at 3 µM; actives 0.6% (n = 360,000);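 active = inhibition above a per-plate cutoff, the plate's mean sample inhibition plus 3 SD, cut at about 24% in these data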;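 also: 0% = DMSO plus EC80 ATP and 100% = DMSO alone without ATP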
OXTR potentiator: human OXTR potentiators, primary screen, fluorescence, CHO-OTR cells, Fluo-8 calcium. activation, % at 3 µM. actives 0.061% (n = 320,000). AID 2445, 2010. Oxytocin receptor (Homo sapiens), P30559. Fluo-8 calcium fluorescence, potentiator mode; 0% = oxytocin EC15, 100% = EC100;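 active = activation above that plate's cutoff, the mean activation of tested compounds plus 3 SD, cut at about 6.6% in these data, passing the limit was not always enough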;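 also: 100% uses oxytocin at 75 nM as the full agonist control; some results filed as inactive read as strong as hits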
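System: human OTR in CHO cells; Also added: sub-maximal oxytocin, roughly EC15; Timing: compound 6 min at room temperature before oxytocin, 100 s read; Technique: Fluo-8 intracellular calcium fluorescence, ex 470-495, em 515-575 nm; Controls: oxytocin EC15 low and EC100 high; Replication: singlicate.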
V1R ag counter: agonists of human V1a receptor, primary screen, counter-screen for OXTR agonist project, fluorescence, CHO-V1R cells. Vasopressin V1a receptor (Homo sapiens), P37288. Fluo-8 calcium fluorescence, agonist mode; 0% DMSO, 100% 3 nM vasopressin. activation, % at 3 µM. actives 0.25% (n = 320,000);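 active = activation above the mean activation of all tested compounds plus 3 SD, per screening run, cut at about 20% in these data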;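 also: signal is peak over basal fluorescence ratio across a 100 second FLIPR read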
Target sequence (P37288 whole entry, looked up): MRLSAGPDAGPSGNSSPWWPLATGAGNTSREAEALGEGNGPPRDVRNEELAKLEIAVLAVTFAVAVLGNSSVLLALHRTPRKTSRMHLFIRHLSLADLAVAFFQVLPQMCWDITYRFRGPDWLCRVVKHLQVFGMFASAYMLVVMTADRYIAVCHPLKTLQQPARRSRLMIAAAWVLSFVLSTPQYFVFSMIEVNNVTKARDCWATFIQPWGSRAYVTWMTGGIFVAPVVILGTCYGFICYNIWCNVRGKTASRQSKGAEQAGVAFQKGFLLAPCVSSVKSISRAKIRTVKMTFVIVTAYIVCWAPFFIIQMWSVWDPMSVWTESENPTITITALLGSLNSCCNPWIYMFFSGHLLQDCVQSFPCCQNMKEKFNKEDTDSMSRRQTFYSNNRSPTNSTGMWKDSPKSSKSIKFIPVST
M1 ag parental: counter-screen for M1 agonists: effect in parental CHO-K1 cells; Fluo-8 calcium fluorescence; scaled to maximal ATP response, vehicle zero; activation, % at 3 µM; actives 0.48% (n = 360,000); AID 602248, 2012; in the data active = activation above about 15%;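 also: untransfected CHO-K1 host cells lacking M1 receptor as counterscreen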
TAAR1 ag: human TAAR1 agonists, primary screen, Fluo-8 calcium fluorescence, CHO RD-HGA16 cells. Trace amine-associated receptor 1 (Homo sapiens), Q96RJ0. vehicle wells 0%, saturating PEA agonist 100%. activation, % at 3 µM. actives 0.99% (n = 360,000);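 active = activation above the mean activation of all test compounds in the run plus 3 SD, cut at about 38% in these data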
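Test system: RD-HGA16 (CHO) cells co-expressing Gα16 and hTAAR1 / Benchmarks: DMSO vehicle as 0%, PEA at EC100 as 100% / Repeats: no replicates (n 1) / Measure: % activation from peak over basal fluorescence ratio, DMSO-to-PEA scaled / Timing: 17-24 h plating, Fluo-8 75 min 37 °C, 30 min RT / Technique: kinetic Fluo-8 calcium fluorescence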
CHRM1 agonist: human M1 muscarinic receptor agonists, primary screen, Fluo-8 calcium fluorescence, CHO-K1 cells, HTS | Muscarinic acetylcholine receptor M1 (Homo sapiens), P11229 | CHO-K1 hM1, agonist mode; 0% DMSO, 100% acetylcholine EC100 | activation, % at 3 µM | actives 0.33% (n = 360,000);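 active = activation above the run's mean compound activation plus 3 SD, cut at about 16% in these data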;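 also: peak over basal fluorescence ratio within a 140 s kinetic read after compound addition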
Starred values were filed as active, the others as inactive; / = no result given. Compounds as they come (roughly 3.3% active in at least one column).

SMILES | M1 PAM parental | TAAR1 antag | CHO parental Ca | CHO-K1 Ca antag | OXTR potentiator | V1R ag counter | M1 ag parental | TAAR1 ag | CHRM1 agonist
CCOc1ccc2nc(N(CCCN(C)C)C(=O)c3ccc(C(=O)c4ccccc4)cc3)sc2c1 | -6 | 25 | -8 | 4 | -8 | 5.6 | 1.9 | 34 | 2
O=C(C[C@H]1C(=O)N(c2ccccc2)C[C@@H]1Cc1ccccc1)Nc1ccc(Br)cc1 | 1 | 16 | / | -8 | / | / | -0.7 | 1 | 2
CCOC(=O)C1CCCN(C(=O)c2cccnc2Oc2ccccc2)CC1 (centres undefined) | -6 | -22 | / | 3 | / | / | 0.5 | 1 | -3
Nc1nc2nc(-c3cccs3)cc(C(F)(F)F)n2n1 | 15 | -19 | 4 | -13 | 8 | -1.6 | -0.4 | -1 | -3
CSc1ccc(Cl)c(C(=O)NNC(=O)c2csc(N3CCOCC3)n2)c1 | -3 | -2 | -23 | 1 | -9 | 1.4 | 1.1 | 2 | -2
O=C(CN1CCCCC1)NC(=O)NC1CCCCC1 | 6 | -4 | -13 | 1 | 1 | 0.5 | 1.5 | 5 | -2
COc1cccc(C(=O)Nc2ccc3[nH]c(=O)[nH]c3c2)c1OC | 14 | -23 | -1 | -12 | -10 | 1.4 | 0.6 | 1 | -3
CC(C)(C)c1ccc(C(=O)NC(=S)NNC(=O)COc2ccccc2)cc1 | 2 | 67* | -12 | -4 | -6 | 1.3 | 2.1 | 124* | 24*
COc1ccccc1C1CC(=O)Oc2cc(C)c(Cl)cc21 (centres undefined) | 21 | 18 | -12 | -12 | / | / | -0.1 | 0 | -5
COc1cc(OC)c(Nc2cc(C)nc3nc(C)nn23)cc1Cl | 12 | -26 | -10 | 0 | -1 | -0.3 | 0.5 | 3 | -3

The last 4 records of the part above lead into the next.
SMILES | M1 PAM parental | TAAR1 antag | CHO parental Ca | CHO-K1 Ca antag | OXTR potentiator | V1R ag counter | M1 ag parental | TAAR1 ag | CHRM1 agonist
COc1cccc(C(=O)Nc2ccc3[nH]c(=O)[nH]c3c2)c1OC | 14 | -23 | -1 | -12 | -10 | 1.4 | 0.6 | 1 | -3
CC(C)(C)c1ccc(C(=O)NC(=S)NNC(=O)COc2ccccc2)cc1 | 2 | 67* | -12 | -4 | -6 | 1.3 | 2.1 | 124* | 24*
COc1ccccc1C1CC(=O)Oc2cc(C)c(Cl)cc21 (centres undefined) | 21 | 18 | -12 | -12 | / | / | -0.1 | 0 | -5
COc1cc(OC)c(Nc2cc(C)nc3nc(C)nn23)cc1Cl | 12 | -26 | -10 | 0 | -1 | -0.3 | 0.5 | 3 | -3
O=C(c1ccc2c(c1)OCCO2)C1CCN(S(=O)(=O)c2ccccc2F)CC1 | 11 | -10 | -12 | -17 | 1 | 2.5 | 5.4 | 4 | -3
CCOC(=O)N1CCC(NC(=O)c2ccc3c(=O)n4c(nc3c2)CCCC4)CC1 | 4 | 1 | -17 | 3 | -14 | -0.1 | 0.1 | 1 | -3
CCOC(=O)C1CCCN(c2c(C(=O)c3ccccc3)cnc3ccc(OC)cc23)C1 (centres undefined) | 61* | 86* | -39 | -16 | -1 | -1.0 | 3.6 | 11 | 62*
Cc1ccc(C(=O)N2CCC(C)CC2)cc1C | 11 | -3 | -1 | -2 | -6 | -1.2 | 0.9 | 4 | -6
O=C(O)CCC(=O)N1CCc2cc(S(=O)(=O)N3CCN(c4ccc(F)cc4)CC3)ccc21 | 3 | -25 | -1 | 4 | -4 | 0.4 | 0.1 | 0 | -3
OC[C@H]1O[C@@H](c2nc3ccc(-c4nc(-c5cccs5)no4)cc3[nH]2)C[C@@H]1O | 4 | 9 | / | -1 | / | / | 0.9 | 4 | 5
Cc1cccc(NC(=O)C2CCCCN2S(=O)(=O)c2ccccc2)c1C (centres undefined) | 8 | -7 | -16 | -25 | -6 | 0.6 | 1.4 | 1 | -3
Cc1ccc(C(=O)Nc2oc(-c3ccccc3)cc2C#N)cc1 | 11 | 6 | 0 | 2 | -6 | 3.4 | -0.2 | 10 | -8
N#Cc1cncc(-c2ccc3c(c2)OCCOCCOCCOCCOCCO3)n1 | -4 | 4 | -17 | 6 | 1 | 0.1 | 0.3 | 0 | -4
CC(C)(C)OC(=O)NOCC(=O)N(CC(=O)c1ccccc1)Cc1ccccc1 | 10 | 29 | -21 | -22 | -10 | 1.4 | 4.9 | 10 | 0
O=C(O)CCCNc1n[nH]c(=O)[nH]c1=O | -10 | -2 | 5 | 10 | -5 | 0.6 | -0.5 | 1 | 0
Cc1ccc(COc2ccc3c(c2)OCO3)cc1 | -3 | -1 | -6 | 0 | 7 | -1.1 | 5.2 | 3 | -1
O=C1NC(Cc2c[nH]c3ccccc23)C(=O)N1Cc1ccccc1 (centres undefined) | 5 | -13 | 1 | -4 | -11 | 0.3 | 0.9 | 4 | -2
CCN1CCN(Cc2c(O)c(Cl)cc3c(C)cc(=O)oc23)CC1 | 11 | 8 | -2 | -5 | 1 | -0.5 | 0.2 | 8 | -5
O=C(N/N=C/c1cccc(F)c1)c1c(O)c2c([nH]c1=O)CCCC2 | 19 | -25 | -3 | -11 | 5 | 0.4 | 0.4 | 3 | -6
CCOC(=O)c1cc2sc(C)cc2n1CC(=O)N(CC)CC | 16 | 16 | 11 | -13 | -8 | -0.2 | 0.0 | -1 | -1
CCNC(=O)C1CCCN(C(=O)c2cc(F)ccc2C)CC1 (centres undefined) | 29 | -38 | / | -21 | / | / | 1.2 | 4 | -1
CN(C)c1ccc(NC(=O)COC(=O)Cn2nnc3ccccc32)cc1 | -1 | -4 | -8 | 10 | -6 | 0.6 | -0.7 | 3 | -2
C=CC1=C(C(=O)O)N2C(=O)[C@@H](NC(=O)/C(=N\OCC(=O)O)c3csc(N)n3)[C@H]2SC1 | -9 | -17 | 0 | 15 | -7 | 0.8 | 0.0 | 1 | -1
COc1ccc(NC(=O)C2Cc3c(-c4cccc(F)c4)ccnc3O2)cc1OC (centres undefined) | 6 | 36 | / | 12 | / | / | 8.5 | 4 | 8
COc1ccc(Nc2nc(NCC3CCCO3)c3ccccc3n2)c(OC)c1 (centres undefined) | 12 | -8 | -15 | -5 | -3 | -0.3 | 1.7 | 5 | -16
CC(C)c1ccc(NC(=O)COC(=O)CC2CCCC2)cc1 | 6 | 10 | -3 | -12 | -6 | -1.0 | -0.3 | 4 | -4
Cc1ccc(NS(=O)(=O)c2ccc(Cl)s2)cc1S(=O)(=O)N(C)C | -14 | -6 | -11 | 14 | -12 | 2.9 | 0.2 | 3 | -3
COc1cc(CN2CCN(c3cc(C)ccc3C)CC2)cc([N+](=O)[O-])c1O | / | 2 | -5 | / | 0 | -0.6 | / | 1 | /
CN1C(=O)/C(=C\c2ccc(-c3ccccc3)o2)SC1=S | 15 | 10 | -4 | -2 | 2 | 1.5 | 1.6 | 8 | -6
CN(C)CCN(Cc1ccco1)C(=O)c1cc2c(Cl)nc3ccccc3c2s1 | 28 | -8 | -11 | -8 | -7 | -0.1 | 3.3 | 1 | -11
CCc1ccc(NC(=O)CSc2nc3[nH]ncc3c(=O)[nH]2)cc1 | 16 | -11 | 11 | -1 | -11 | 0.3 | -0.2 | 21 | -9
CC(=O)OC1[C@H](Oc2c(O)c(C)c3c4c2[C@@H](C)CC[C@@H]4[C@@H](C)C[C@@H]3C=C(C)C)OC[C@@H](O)[C@@H]1O (some centres undefined) | 3 | -15 | -8 | -4 | 5 | 2.7 | -0.5 | 22 | -2
CCOC(=O)c1c(C)n(O)c2ccc(Cl)cc2c1=O | 13 | -15 | -7 | 0 | 0 | -0.9 | 0.0 | 5 | -4
O=C(Cc1ccccc1)NCc1ccccn1 | -1 | 11 | -5 | 6 | -10 | -0.9 | 0.1 | 1 | -1
CN1C(=O)/C(=C\c2cc(N=Nc3ccccc3)ccc2O)SC1=S | -1 | -5 | -6 | 4 | -7 | 0.3 | 0.1 | 2 | -2
COc1ccc(Cc2nc3ccc(C(=O)N(C)CCc4cnn(C)c4)cc3o2)cc1OC | -2 | 0 | / | -1 | / | / | 3.1 | 2 | 5
CCCCN(C)CCNC(=O)c1cc2c(=O)[nH]c3ccccc3c2n1C | -5 | -19 | -9 | -11 | -11 | 2.4 | 0.5 | 0 | -9
COc1cc(C(=O)NCc2ccccc2)cc(Br)c1OC | 4 | -1 | -20 | 5 | -2 | -0.6 | 0.6 | 2 | -5
Fc1ccc(-c2nnc(-n3nnc4ccccc43)c3ccccc23)cc1 | 7 | -2 | -15 | 0 | 4 | -0.5 | 0.2 | 3 | -4
COc1ccc(S(=O)(=O)Cc2ccc(C(=O)NCc3ccccc3OC)o2)cc1 | -24 | 25 | -13 | -3 | -5 | 4.0 | 8.1 | 11 | 6
CC(C)Nc1ncnc2c1nnn2Cc1ccccc1 | 3 | -9 | -10 | -6 | 2 | -0.7 | 0.0 | 6 | -2
Cc1cccc(-c2nnc(SCc3nc4ccccc4[nH]3)n2Cc2ccco2)c1 | 8 | 32 | -30 | 5 | -5 | 2.6 | 2.5 | 15 | -2
O=C(CN1C(=O)COc2ccccc21)NCCN1CCCC1 | -16 | -18 | -8 | -2 | -7 | 0.2 | -0.1 | 4 | -5
Cc1cccc(C)c1Nc1nc2ccccc2o1 | -6 | -11 | -5 | 25* | 1 | 8.0 | -0.2 | 0 | -4

Grouped by structure, the entries above containing bromine (2)
SMILES | M1 PAM parental | TAAR1 antag | CHO parental Ca | CHO-K1 Ca antag | OXTR potentiator | V1R ag counter | M1 ag parental | TAAR1 ag | CHRM1 agonist
O=C(C[C@H]1C(=O)N(c2ccccc2)C[C@@H]1Cc1ccccc1)Nc1ccc(Br)cc1 | 1 | 16 | / | -8 | / | / | -0.7 | 1 | 2
COc1cc(C(=O)NCc2ccccc2)cc(Br)c1OC | 4 | -1 | -20 | 5 | -2 | -0.6 | 0.6 | 2 | -5
